Assay outcomes deposited in PubChem by National Center for Advancing Translational Sciences (NCATS).
RGS4 inh = Inhibitors of Regulator of G Protein Signaling (RGS) 4: qHTS | Regulator of G-protein signaling 4 (Homo sapiens), P49798 | Transcreener GDP fluorescence polarization, RGS4-accelerated GTP hydrolysis | Potency, µM (highest dose often 114 µM), without a hit: top-dose activity change, negative = inhibition, hits mostly inhibitors | 390,000 tested, 0.039% active; also: % is scaled to controls: 0 for no effect and ±100 for the full control effect; nearly all actives have a fitted effect of over 75% in size; some results filed as inactive show a strong effect at the top dose
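MLSMR compounds (23 nl, pin-transferred) preincubated 10 min at room temperature with a 500nM (2x) first reagent, then RGS4 at 900nM (2x) plus Transcreener GDP mix added; fluorescence polarization (620/688 nm) read before and after 90 min at 30 °C.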
mIDH1 inhibitor = qHTS for Inhibitors of mutant isocitrate dehydrogenase 1 (IDH1): qHTS | Isocitrate dehydrogenase [NADP] cytoplasmic (Homo sapiens), O75874 | IDH1-R132H enzyme, NADPH consumption, diaphorase/resazurin fluorescence | Potency, µM (series often up to 76.6 µM), for the others: at the top dose activity change, negative = inhibition, hits mostly inhibitors | 390,000 tested, 0.093% active | AID 602179, 2012; also: % is scaled to controls: 0 for no effect and ±100 for the full control effect; nearly all actives have a fitted effect of over 65% in size
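IDH1-R132H (0.5 ug/mL) preincubated 30 min with compound, then NADPH (0.016 mM) and alpha-KG (2 mM) added; 80 min at RT, pH 7.5. Remaining NADPH coupled via diaphorase/resazurin to fluorescence (540/590 nm); concentration-response curves normalized to no-enzyme control.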
TrxR1 inh = qHTS Assay for Inhibitors of Mammalian Selenoprotein Thioredoxin Reductase 1 (TrxR1): qHTS. recombinant rTrxR1, NADPH fluorescence consumption, selenite substrate. AID 588453, 2011. 390,000 tested, 1% active. Potency, µM (top dose mostly 114 µM), for the others: top-dose activity change, negative = inhibition, hits mostly inhibitors. Thioredoxin reductase 1, cytoplasmic (Rattus norvegicus), O89049; also: % is scaled to controls: 0 for no effect and ±100 for the full control effect; nearly all actives have a fitted effect of over 65% in size
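Rat TrxR1 (90 nM in the dispensed reagent) was pre-reduced with 400 uM NADPH for 5 min at room temperature, then incubated with compound for 15 min. After 400 uM selenite was added, NADPH fluorescence (Ex 340/Em 450 nm) was followed for 8 min.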
Vif-APOBEC3G blk = qHTS for Inhibitors of Vif-A3G Interactions: qHTS; DNA dC->dU-editing enzyme APOBEC-3G (Homo sapiens), Q9HC16; HeLa A3G-eYFP + Vif (tagged APOBEC3G with the HIV-1 protein that degrades it), YFP fluorescence, overnight; Potency, µM (series often up to 46.1 µM), for the others: top-dose activity, negative = active, hits mostly inhibitors; 410,000 tested, 0.076% active;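 also: % is scaled to controls: 0 for no effect and ±100 for the full control effect; nearly all actives have a fitted effect of over 60% in size; hits raise eYFP signal because A3G escapes Vif-driven loss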
Target sequence (Q9HC16 whole entry, looked up): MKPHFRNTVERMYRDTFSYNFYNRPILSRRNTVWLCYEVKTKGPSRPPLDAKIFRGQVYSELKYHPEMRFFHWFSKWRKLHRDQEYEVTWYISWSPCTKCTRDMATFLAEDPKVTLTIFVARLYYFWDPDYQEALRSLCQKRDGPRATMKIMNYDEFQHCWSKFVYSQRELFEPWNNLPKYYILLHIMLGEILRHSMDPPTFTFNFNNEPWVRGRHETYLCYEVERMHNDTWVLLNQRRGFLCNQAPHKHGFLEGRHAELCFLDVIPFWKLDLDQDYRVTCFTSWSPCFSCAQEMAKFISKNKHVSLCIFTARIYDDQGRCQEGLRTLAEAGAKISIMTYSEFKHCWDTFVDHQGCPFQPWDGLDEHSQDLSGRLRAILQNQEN
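Read-out is eYFP fluorescence (Ex 488/Em 500-530) from Vif-expressing HeLa A3G-eYFP cells; more signal means A3G escaped Vif-mediated degradation. Cells plated overnight, compound pinned in, incubated overnight at 37 deg C.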
RXFP1 agonist = qHTS Assay for Agonists of the Relaxin Receptor RXFP1; 370,000 tested, 0.3% active; AID 2676, 2010; HEK293T-RXFP1 cAMP TR-FRET, 30 min; response scale: percent of porcine relaxin response, buffer zero; Potency, µM (series often up to 57.5 µM), for the others: top-dose activation, most hits filed as activators; also: % is scaled to controls: 0 for no effect and ±100 for the full control effect; nearly all actives have a fitted effect of over 60% in size; many of its hits are not listed in these tables
Target sequence (Q9HBX9 whole entry, looked up): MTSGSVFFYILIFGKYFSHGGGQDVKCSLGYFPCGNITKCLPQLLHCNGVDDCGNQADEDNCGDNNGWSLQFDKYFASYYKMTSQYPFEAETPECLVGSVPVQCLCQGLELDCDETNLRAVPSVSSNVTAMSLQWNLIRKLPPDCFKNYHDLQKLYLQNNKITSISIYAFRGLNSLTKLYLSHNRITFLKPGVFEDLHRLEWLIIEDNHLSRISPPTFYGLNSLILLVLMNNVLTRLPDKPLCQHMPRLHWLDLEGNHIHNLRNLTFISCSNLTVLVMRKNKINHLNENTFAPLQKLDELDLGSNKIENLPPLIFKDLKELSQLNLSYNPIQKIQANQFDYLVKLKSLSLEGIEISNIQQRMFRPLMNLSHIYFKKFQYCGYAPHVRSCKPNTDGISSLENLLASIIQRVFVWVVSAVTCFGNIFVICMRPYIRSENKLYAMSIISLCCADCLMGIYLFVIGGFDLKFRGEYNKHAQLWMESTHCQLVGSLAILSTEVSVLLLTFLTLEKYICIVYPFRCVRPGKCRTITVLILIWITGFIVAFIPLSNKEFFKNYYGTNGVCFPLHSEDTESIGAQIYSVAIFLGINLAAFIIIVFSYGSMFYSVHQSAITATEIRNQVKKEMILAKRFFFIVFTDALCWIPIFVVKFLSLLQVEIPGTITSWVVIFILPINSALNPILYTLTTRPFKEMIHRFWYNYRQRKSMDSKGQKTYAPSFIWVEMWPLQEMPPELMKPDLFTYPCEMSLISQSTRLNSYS
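Agonist response is measured as cAMP accumulation in an RXFP1-transfected HEK293T line under PDE4 inhibition. Values are scaled between buffer-only and 29 nM porcine relaxin, and EC50s come from standard Hill equation fits.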
TrxR1 substrate = qHTS Assay for Substrates of Mammalian Selenoprotein Thioredoxin Reductase 1 (TrxR1): qHTS; 390,000 tested, 0.01% active; purified TrxR1 substrate turnover, NADPH consumption readout; Potency, µM (top dose mostly 114 µM), without a hit: at the top dose activity change, negative = substrate turnover; AID 588456, 2011; also: % is scaled to controls: 0 for no effect and ±100 for the full control effect; nearly all actives have a fitted effect of over 50% in size
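Rat TrxR1, dispensed at 90 nM, was prereduced with 400 uM NADPH (final) for 5 min at ~22 deg C, then incubated with compound 15 min before 400 uM selenite. A first-read NADPH fluorescence drop versus no-compound background flagged substrates.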
USP1 inh = Inhibitors of USP1/UAF1: Primary Screen. recombinant USP1/UAF1, Ub-Rhodamine cleavage fluorescence. Ubiquitin carboxyl-terminal hydrolase 1 (Homo sapiens), O94782. Potency, µM (highest dose often 57.1 µM), without a hit: top-dose activity change, negative = inhibition, usual class: inhibitors. 390,000 tested, 0.23% active; also: % is scaled to controls: 0 for no effect and ±100 for the full control effect; nearly all actives have a fitted effect of over 60% in size; inactives centre near -12
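USP1/UAF1 complex (1 nM) preincubated 15 min at room temperature with compound, then Ub-Rho substrate (150 nM final) added. Kinetic fluorescence at 480/540 nm over 6 reads at 60 s intervals; 50 mM HEPES pH 7.8, 0.5 mM EDTA, 0.1 mg/ml BSA, 1 mM TCEP, 0.01% Tween-20.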
Vif-APOBEC3F blk = qHTS for Inhibitors of Vif-A3F Interactions: qHTS. 390,000 tested, 0.2% active. AID 602313, 2012. Potency, µM (titrated, usually from 46.1 µM), without a hit: at the highest dose activity, negative = active. HeLa A3F-eYFP + Vif (tagged APOBEC3F with the HIV-1 protein that degrades it), YFP fluorescence increase; also: % of control where 0% means no effect; nearly all actives have a fitted effect of over 65% in size
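HeLa cells stably expressing Vif plus C-terminally eYFP-tagged A3F were seeded, incubated overnight at 37 deg C, dosed with compound, incubated overnight again at 37 deg C. Yellow fluorescence (Ex 488/Em 500-530) reported blocked Vif-mediated A3F-eYFP degradation.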
ALOX12 inh = Primary qHTS assay for inhibitors of human arachidonate 12S-lipoxygenase (ALOX12): Round 2. Potency, µM (highest dose often 108 µM), for the others: top-dose activity change, negative = inhibition, actives largely listed as inhibitors. 580,000 tested, 1.1% active. AID 1671190, 2021. purified 12hLO, xylenol orange hydroperoxide absorbance. Polyunsaturated fatty acid lipoxygenase ALOX12 (Homo sapiens), P18054; also: % is scaled to controls: 0 for no effect and ±100 for the full control effect
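Purified human 12hLO (150 nM final) in 25 mM Hepes, 0.01% Triton X-100, pH 7.0 was preincubated 15 min at room temperature with compound. Then 40 uM arachidonic acid was added, 30 min. Hydroperoxide was read by Fe-XO absorbance ratio 573/405 nm.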
* = called active by the depositor; ? = inconclusive; / = not tested or not shown; & = joins results of further samples; [ ] = dose if it differs, or a comment. Calls follow the shape of the dose curve; as a rule, active = well fitted curve in the direction sought with a large enough effect; inconclusive = small, poorly fitted or top-dose-only effect, or another doubt; inactive = no such curve, though single readings can be large; an effect the other way counts as inactive or inconclusive. Potency is read from the fitted curve at half-maximal effect.

SMILES | RGS4 inh | mIDH1 inhibitor | TrxR1 inh | Vif-APOBEC3G blk | RXFP1 agonist | TrxR1 substrate | USP1 inh | Vif-APOBEC3F blk | ALOX12 inh
CC(NC(=O)c1ccc(S(=O)(=O)N(C)C)cc1)c1ccccc1 (configuration not stated) | ? | 1.2% | -11.0% | -0.6% | -0.1% | -6.2% | -10.2% | / | 0.0%
COC(=O)CSc1nc2ccc(NC(C)=O)cc2s1 | -38.9% | 0.0% | -2.6% | 0.2% | -0.8% | -8.4% | -8.9% | 5.3% | ?
O=[N+]([O-])c1ccc(NCc2ccccc2N2CCC(CO)CC2)nc1 | -31.9% | 10.4% | 10.2% | -0.5% | -1.3% | 2.6% | -19.1% | 0.0% | -0.3%
O=C(O)Cn1nnnc1SCC(=O)Nc1ccc(F)cc1F | -11.0% | 0.0% | 11.1% | 0.0% | -0.5% | 4.4% | -16.5% | -9.4% | -17.4%
Cc1cc(C)cc(OCC(=O)N2CCC(c3nc4ccccc4s3)CC2)c1 | -0.2% | -0.5% | 30.6% | 0.6% | -1.9% | 1.1% | -19.0% | 2.8% | -24.2%
O=C(CN1CCN(c2ncccn2)CC1)NCc1ccc2c(c1)OCO2 | 14.2% | 6.3% | 1.6%[57.1 µM] | -0.2% | -0.8% | 7.3%[57.1 µM] | -10.8% | -0.8% | -15.3%
Cc1c(C=O)c2ccccc2n1CC(=O)NCc1ccccc1 | -9.0% | 12.9% | 29.0%[57.1 µM] | -0.3% | -2.3% | -14.1%[57.1 µM] | -13.9% | -22.0% | -11.5%
CCN1C(=O)c2cccc3cccc1c23 | -17.3% | 12.2% | -8.3% | 0.8% | 3.9% | -4.7% | -21.5% | -1.9% | 5.5%
O=C1C=C(Nc2ccc(Cl)cc2)C(=O)N1c1ccc(Cl)cc1 | 11.4% | 4.6% | 7.4% | -15.2% | -0.5% | 1.8% | -18.9% | ? | -13.3%
CCOC(=O)C1=C(COC(=O)c2ccc(Br)o2)NC(=O)NC1C (configuration not stated) | -15.3% | 8.8% | -14.1% | 1.4% | 4.0% | -2.1% | -18.0% | -27.6% | -24.9%
CC(C)c1csc(CN2CCCC(CCC(=O)NCc3ccccc3F)C2)n1 (configuration not stated) | -6.2% | 0.8% | 25.5% | -18.5% | 0.3% | 6.4% | -5.8% | -10.6% | -2.7%
O=C(NCC(=O)N(Cc1ccc(F)cc1)C(C(=O)NC1CCCC1)c1ccco1)c1ccco1 (configuration not stated) | 7.5%[11.4 µM] | 0.5% | -0.4% | -0.5% | -0.4% | 8.6%[57.1 µM] | -20.0% | -1.3% | 33.2%[activator]
O=C(CCN1C(=O)/C(=C/C=C/c2ccccc2)SC1=S)Nc1nc2ccccc2s1 | -30.7% | 0.7% | -4.4% | -5.3% | 0.9% | 2.0% | -15.1% | -10.0% | -27.0%
CC(=O)Nc1ccc(-c2cc(NC(C)=O)n(-c3ccccc3)n2)cc1 | 0.1% | 3.4% | 10.5%[57.1 µM] | -2.5% | -0.5% | 8.1%[57.1 µM] | -2.1% | -7.8% | 0.0%
CCc1cccc(C)c1NC(=O)CCn1c(=O)c2cccn2c2ccccc21 | -2.6% | -9.0% | 9.9% | 4.0% | -2.2% | -1.6% | -26.5% | -1.0% | -29.3%
Cc1ccccc1OCc1nnc(SCc2nc3ccccc3c(=O)[nH]2)n1C | 13.4% | -7.0% | 7.3%[57.1 µM] | -0.1% | 0.2% | 2.4%[57.1 µM] | -20.4% | -1.2% | -12.9%
CC(C)n1c(SCC(=O)NCc2ccco2)nnc1C1CC1 | -33.8% | 7.4% | ? | -4.7% | 2.4% | -11.1% | -16.2% | 1.6% | ?
Cc1cc(C)c(NC(=O)Cn2c(=O)nc(-c3ccccc3)c3cc(Cl)ccc32)c(C)c1 | 25.7% | 0.0% | 24.4%[57.1 µM] | 10.0% | 3.3% | 7.2%[57.1 µM] | -20.3% | 6.0% | -26.2%
Nc1c(NCc2ccccc2)c(=O)[nH]c(=O)n1Cc1ccccc1 | -19.3% | 1.7% | 1.2%[57.1 µM] | -13.1% | -2.0% | 6.1%[57.1 µM] | -17.4% | 1.5% | /
CCN(CC)C(=O)c1sc(NC(=O)c2ccco2)c(C#N)c1C | 29.3% | 4.5% | -12.8% | -0.3% | 0.3% | -8.0% | -5.4% | 1.6% | 3.7%
O=C(CN1C(=O)S/C(=C/c2cccnc2)C1=O)N1CCOCC1 | 25.6% | -1.3% | -23.3% | -0.1% | -0.8% | -13.6% | -10.4% | 6.1% | 3.4%
CC(=O)N1CCN(Cc2nc3cc(NC(=O)c4ccc(Cl)cc4)ccc3n2C)CC1 | -6.4% | 2.7% | -2.1% | 4.4% | -0.3% | -0.6% | -1.7% | -11.6% | 26.5%
COc1ccc(NC(=O)CSc2nc3ccccc3n2Cc2cccc(OC)c2)cc1 | -28.8% | -7.4% | 6.9%[57.1 µM] | 2.6% | 0.7% | 0.5%[57.1 µM] | -22.7% | 0.9% | -0.3%
COc1ccccc1CNC(=O)c1ccc(Cl)c(S(=O)(=O)N2CCCC2)c1 | -0.5% | 7.9% | 19.5% | 2.7% | / | 1.6% | -26.0% | 0.8% | 3.2%
Cc1cc(C)c2nc(N3CCC(C(=O)NCCCN4CCCC4=O)CC3)sc2c1 | 20.2% | -2.2% | 40.5%[activator] | 2.3% | -0.2% | 3.4% | -17.2% | 6.7% | -1.2%
CCn1nnc(-c2ccccc2NS(=O)(=O)c2ccc(C(=O)OC)cc2)n1 | -4.1% | 1.4% | 2.5%[57.1 µM] | ? | -0.9% | 2.5%[57.1 µM] | 3.5% | 9.8% | 1.4%
Cc1ccc(-n2nnnc2SC(C(=O)c2c[nH]c3ccccc23)c2ccccc2)cc1 (configuration not stated) | 14.1% | 6.3% | -11.5% | 1.1% | 1.1% | -6.3% | 7.6% | 6.9% | -10.5%
O=C(Nc1cccnc1)Nc1ccc2c(c1)OCO2 | -37.8% | 5.2% | -16.6% | -0.4% | -0.8% | -9.2% | -12.9% | -0.4% | 0.0%
CC1(C)CC(=O)N(c2cc(Cl)cc(Cl)c2)C(=O)C1 | -15.7%[56.9 µM] | 0.1% | 4.7% | 0.3% | 4.1% | -4.8% | -15.5% | 12.1% | -8.5%
C=CCn1c(SCC(=O)c2cccs2)nc2sc(C)cc2c1=O | -24.0% | 0.0% | 17.2%[57.1 µM] | -2.6% | 0.0% | 9.3%[57.1 µM] | -14.8% | -1.4% | 0.1%
CCOC(=O)c1[nH]cnc1C(=O)Nc1ccc(F)cc1 | -15.0%&5.9% | 3.2% | 27.1%[57.1 µM] | 1.4% | 9.5%&12.1% | -10.6%[57.1 µM] | ? | 2.3% | -1.4%&-12.9%
COc1ccc(NC(=O)C(=S)N2CCCC2)cc1 | -2.8% | 3.5% | 9.4% | -0.3% | 0.9% | 4.3% | -4.8% | 12.1% | -14.8%
CCOC(=O)COc1ccc2c(c1)c(C(C)=O)c(C)n2-c1ccc(OC)cc1 | 1.5% | 7.9% | -12.3%[57.1 µM] | 0.8% | 0.1% | -24.6%[57.1 µM] | -13.2% | -13.6% | 0.0%
C=CCn1c(COc2cccc3cccnc23)nnc1SCC(=O)OC | -22.6% | 0.3% | -12.2% | 1.4% | -0.3% | 11.7% | -8.9% | 4.3% | -4.8%
CCOC(=O)CNC(=O)N1CCC(CCC(=O)N(C)Cc2ccccc2)CC1 | -14.4% | 20.1% | 17.7% | -6.5% | 3.7% | 4.6% | -17.6% | -7.9% | 24.7%
Cc1cc2ncn(-c3ncnc4sc5c(c34)CCC(C)C5)c2cc1C (configuration not stated) | 0.8% | 0.2% | 24.6% | 4.2% | 2.1% | 11.1% | -15.8% | 2.4% | 17.3%
O=C(c1cn(-c2ccccc2)nc1-c1cccs1)N1CCN(c2ccccn2)CC1 | -20.4% | 0.9% | -9.0% | -13.8% | 2.1% | -5.3% | -14.4% | 3.4% | 0.1%

Retrieved by compound from above:
SMILES | RGS4 inh | mIDH1 inhibitor | TrxR1 inh | Vif-APOBEC3G blk | RXFP1 agonist | TrxR1 substrate | USP1 inh | Vif-APOBEC3F blk | ALOX12 inh
CCOC(=O)c1[nH]cnc1C(=O)Nc1ccc(F)cc1 | -15.0%&5.9% | 3.2% | 27.1%[57.1 µM] | 1.4% | 9.5%&12.1% | -10.6%[57.1 µM] | ? | 2.3% | -1.4%&-12.9%
O=C(c1cn(-c2ccccc2)nc1-c1cccs1)N1CCN(c2ccccn2)CC1 | -20.4% | 0.9% | -9.0% | -13.8% | 2.1% | -5.3% | -14.4% | 3.4% | 0.1%

This is a subset; the hit share may differ from the screen's.
